Screening results (PubChem)
sgs1 mgt1: NCI yeast anticancer drug screen, S. cerevisiae sgs1 mgt1 strain | % growth inhibition at 50 µM | actives 10% (n = 78,000) | AID 161, 2004;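 note: 0% = growth of vehicle-only cultures of the same strain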
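Inhibition of yeast growth, normalised to vehicle-treated controls, is reported for a strain bearing genetic alterations in DNA damage repair.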
yeast bub3: NCI yeast anticancer drug screen, S. cerevisiae bub3 mutant strain; % growth inhibition at 50 µM; actives 9.9% (n = 78,000);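 note: 0% = growth of vehicle-only cultures of the same strain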
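Screening used yeast with an engineered genetic alteration affecting cell cycle control. Compound-exposed cultures were compared with vehicle cultures, and reduced growth was taken as inhibition.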
cln2 rad14: NCI yeast anticancer drug screen, S. cerevisiae cln2 rad14 strain. % growth inhibition at 50 µM. actives 8.3% (n = 78,000). AID 165, 2004;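 note: 0% = growth of vehicle-only cultures of the same strain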
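Readout is yeast growth inhibition versus vehicle-treated controls, using a strain with cln2 and rad14 alterations exposed to compound.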
rad50: NCI yeast anticancer drug screen, S. cerevisiae rad50 strain. growth inhibition, % at 50 µM. actives 10% (n = 79,000);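 note: 0% = growth of vehicle-only cultures of the same strain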
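Cells are treated with compound, grown, and their growth is then scored against vehicle-only cultures of the same repair-deficient yeast strain.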
yeast mec2-1: NCI yeast anticancer drug screen, S. cerevisiae mec2-1 strain; % growth inhibition at 50 µM; actives 9% (n = 79,000); AID 157, 2004;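 note: 0% = growth of vehicle-only cultures of the same strain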
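Each compound was tested on mec2-1 yeast, a strain altered in DNA damage repair or cell cycle control. Growth inhibition is reported relative to vehicle.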
yeast mlh1 rad18: NCI yeast anticancer drug screen, S. cerevisiae mlh1 rad18 strain; % growth inhibition at 50 µM; actives 11% (n = 79,000);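 note: 0% = growth of vehicle-only cultures of the same strain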
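Cells of a genetically altered yeast strain, deficient in DNA damage repair, were treated with compound. Their growth was then compared with that of vehicle-treated cultures to give inhibition.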
* marks the source's active call; other numbers are inactive results; & = joins results of further samples; ! = not confirmed by another sample. Cut-off read from the data, not from the text of the source: active = growth inhibition above about 70%; inactive = the rest.

Sequence of screens – sgs1 mgt1	yeast bub3	cln2 rad14	rad50	yeast mec2-1	yeast mlh1 rad18
> COC12C(COC(N)=O)C3=C(C(=O)C(C)=C(N)C3=O)N1CC1C2N1C(=O)c1ccc(Cl)cc1 (stereo not given)
    65	43	46	43	50	71*
> Oc1ccc(O)c2c1N=NC21c2ccccc2Oc2ccccc21
    83*	87*	86*	66	54	91*
> CC(=O)c1ccc(Cl)c(Cl)c1
    -4	5	15	-4	0	-15
> O=c1c(SCc2ccc(Cl)cc2)c(N2CCCCC2)cnn1-c1ccccc1
    11	9	34	20	19	15
> O=C1C2C3ON(c4ccccc43)C2C(=O)N1c1ccccc1 (stereo not given)
    15	4	2	-1	21	-4
> O=P(O)(O)OC1C(OP(=O)(O)O)C(OP(=O)(O)O)C(OP(=O)(O)O)C(OP(=O)(O)O)C1OP(=O)(O)O.[Cu+2] (stereo not given)
    -15	-9	-11	-18	-19	-19
> O=C1c2cc(Cc3ccccc3)c(=O)c(Cc3ccccc3)cc2C(=O)c2cc(Cc3ccccc3)c(=O)c(Cc3ccccc3)cc21
    -11	-6	-26	23	-11	20
> Cc1cc(S(=O)(=O)O)c(NC(=O)C(=O)Cc2cc(=O)oc3cc(O)ccc23)cc1Cl
    1	-16	20	6	6	13
> CC(=O)OCC1OC(n2c(N)c(C#N)c(-c3ccccc3)c(C#N)c2=S)C(OC(C)=O)C(OC(C)=O)C1OC(C)=O (stereo not given)
    -22	-15	-9	13	11	-60
> CN(C)CCS(=O)(=O)c1ccc(Cl)cc1
    14	10	16	39	15	21
> CC1(C)OC2OC(COC(=O)c3ccccc3)/C(=N\O)C2O1 (stereo not given)
    10	5	-26	9	1	-3
> Cc1nc2c(=O)[nH]c(N)nc2[nH]c1=O
    -6	-14	-30	-10	-4	2
> COc1ccc(C(C)=O)cc1
    31	30	37	34	19	19
> O=c1[nH]nc(-c2ccccc2)n1/N=C/c1c(O)ccc2ccccc12
    9	15	13	8	18	25
> O=C1NC(=O)C(Cc2ccccc2)(Cc2ccccc2)S1
    99*	99*	99*	99*	99*	99*
> COC1(c2ccc(C)cc2)c2cccc3cccc(c23)C1(O)c1ccc(C)cc1 (stereo not given)
    12	-4	22	19	16	10
> N/N=C(\Cc1ccccc1)NN=C(N)N
    15	-9	20	14	-11	20
> CCNC(=S)NC1CCCCC1
    4	-13	-4	-8	5	12
> COC(=O)C12CC3CC(CC(NC(=O)C(Cc4ccccc4)NC(=O)CN)(C3)C1)C2 (stereo not given)
    -8	-3	-4	21	-8	0
> O=C1c2ccccc2C(=O)N1CCCO
    -15	-18	-24	-5	-2	9

(list continues)
Sequence of screens – sgs1 mgt1	yeast bub3	cln2 rad14	rad50	yeast mec2-1	yeast mlh1 rad18
> CN1C=C(C#N)CCC1Sc1ccc(Cl)cc1 (stereo not given)
    93*	59	77*	58	59	87*
> CCCCCCCCCCCC(=O)OC
    -34	7	-7	1	-8	26
> Cc1ccccc1C1OC2=C(Nc3ccc(Cl)cc3N2)C1=O (stereo not given)
    10	-12	10	16	-2	25
> CC(C)CCC(C)(C)COC(=O)c1ccc([N+](=O)[O-])cc1 (tested in a mixture with another compound)
    43	2	-2	37	15	29
> C[N+](C)(Cn1nc(Cl)c2ccc([N+](=O)[O-])cc21)Cn1nc(Cl)c2ccc([N+](=O)[O-])cc21
    19	0	28	44	-5	28
> CCCCCC(=O)OCCOCC
    -24	1	-3	-10	5	-1
> O=C(C(Oc1ccc(Cl)cc1)Oc1ccc(Cl)cc1)N(O)c1ccccc1OCc1ccccc1
    70	48	54	67	63	72*
> C[N+]1(CCN=C=NC2CCCCC2)CCOCC1
    17	18	-12	-12	11	14
> COc1cc(C(=O)Nc2cccc3ccccc23)c(Br)c(OC)c1OC
    40	53	27	19	17	33
> c1cc2c(cc1C(N1CCNCC1)N1CCNCC1)OCO2
    -17	7	12	4	14	3
> CCCN=C1NS(=O)(=O)c2ccccc21
    -15	-8	-12	8	-15	-8
> COc1ccc(Nc2ccccc2Cl)c(C(=O)O)c1
    8	-12	-20	-7	27	-22
> CCOC(=O)C(C)Oc1ccc([N+](=O)[O-])cc1[N+](=O)[O-] (stereo not given)
    -5	5	4	-26	6	-9
> O=Cc1ccccc1OCCOc1cc(OCCOc2ccccc2C=O)c(OCCOc2ccccc2C=O)cc1OCCOc1ccccc1C=O
    -7	4	19	13	0	3
> O=C(Nc1cccc2c(OC(=O)C(Cl)Cl)c(N=Nc3ccc(S(=O)(=O)Nc4nccs4)cc3)cc(N=Nc3ccc(S(=O)(=O)Nc4nccs4)cc3)c12)C(Cl)Cl (tested in a mixture with another compound)
    18&67	47&50	32&56	72*!	38&62	81*!
> Cc1cccc(/C=N/NC(=S)Nc2ccccc2)n1
    91*	92*	92*	89*	93*	89*
> O=[N+]([O-])c1cc2c(c([N+](=O)[O-])c1)NCc1ccccc1O2
    -31	-26	1	-31	-28	-35
> COC(OC)(c1ccccc1)c1ccccc1
    -33	-41	-11	-33	-27	-19
> C=C=CC(NC(=O)c1ccccc1)(C(=O)O)C(F)(F)F (stereo not given)
    -5	1	22	-4	-15	-2
> Oc1ccccc1-c1cnnc(-c2ccccc2O)c1
    37	45	24	11	24	22

Entries above with a COOH group, in the order listed:
Sequence of screens – sgs1 mgt1	yeast bub3	cln2 rad14	rad50	yeast mec2-1	yeast mlh1 rad18
> COc1ccc(Nc2ccccc2Cl)c(C(=O)O)c1
    8	-12	-20	-7	27	-22
> C=C=CC(NC(=O)c1ccccc1)(C(=O)O)C(F)(F)F (stereo not given)
    -5	1	22	-4	-15	-2

New compounds follow.
Sequence of screens – sgs1 mgt1	yeast bub3	cln2 rad14	rad50	yeast mec2-1	yeast mlh1 rad18
> CN(C)CC(C(=O)/C=C/c1ccccc1)C(C)(C)C (stereo not given)
    -16	-11	12	-10	-22	-38
> Cc1ccc(C(=O)NN2CCCCC2)cc1
    -12	2	-15	-3	-10	-2
> CCN(CC)c1nc(N(CC)CC)nc(N(CC)CC)n1
    3	14	-31	-1	15	0
> C=CCOC(=O)Nc1ccc(C)c(NC(=O)OCC=C)c1
    -9	-13	-26	-28	-45	-33
> CC(=O)Nc1ccc(S(=O)(=O)N=S(C)C)cc1
    -25	-40	-22	-11	-9	14
> O=C1C=C(Nc2ccc(Cl)cc2)C(=O)c2ccccc21
    2	4	-41	-1	11	-5
> Cc1c(Cl)c(=O)oc2cc(OCC(O)COC(C)C)ccc12 (stereo not given)
    -36	-13	-23	-24	-31	-25
> NC(=O)c1ccccc1OC(=O)NCCO
    -1	2	36	3	-2	7
> O=C1O/C(=C(/Br)c2ccc(Cl)c(Cl)c2)c2ccccc21
    -19	-12	-4	21	-32	0
> C=C1CCC1
    -15	6	11	1	-12	-3
> CCNc1nc2c(=O)n(C)c(=O)n(C)c2s1
    -4	-11	-6	-31	-26	-6
> C=CCn1c(N)c(C#N)c(C#N)c1CCC
    -25	-19	15	14	16	-46
> Cc1ccccc1SC(/C=C/NNC1=NC(c2ccccc2)C(c2ccccc2)=NN1)c1ccccc1 (stereo not given)
    -24	0	7	-18	-12	-5
> O=C1NC(O)c2cc3ccccc3cc2O1 (stereo not given)
    -25	2	1	-17	-9	14
> Nc1ncnc2c1ncn2-c1ccccc1Cl
    -5	1	-1	5	8	3
> Cc1ccc(O)c([N+](=O)[O-])c1
    29&5	45&-2	24&0	54&-5	1&-11	21&-5
> CC[N+]1(CCc2ccccc2)CCCCC1
    20	-2	-22	-6	2	9
> CC(C)(C)c1ccc(C(=O)NCSCC(NC(=O)CCC(N)C(=O)O)C(=O)NCC(=O)O)cc1 (stereo not given)
    -11	1	-8	-10	1	15
> O=C(C(Sc1ccccc1)=P(c1ccccc1)(c1ccccc1)c1ccccc1)c1ccccc1
    34	14	42	37	44	63
> CCCCCCCCCCCCCCCCOc1ccc(N=C=S)cc1
    20	11	34	22	4	7

Single records, as listed above.
Profile of CCNc1nc2c(=O)n(C)c(=O)n(C)c2s1 → sgs1 mgt1: -4; yeast bub3: -11; cln2 rad14: -6; rad50: -31; yeast mec2-1: -26; yeast mlh1 rad18: -6
Profile of O=C1NC(O)c2cc3ccccc3cc2O1 (stereo not given) → sgs1 mgt1: -25; yeast bub3: 2; cln2 rad14: 1; rad50: -17; yeast mec2-1: -9; yeast mlh1 rad18: 14
Profile of NC(=O)c1ccccc1OC(=O)NCCO → sgs1 mgt1: -1; yeast bub3: 2; cln2 rad14: 36; rad50: 3; yeast mec2-1: -2; yeast mlh1 rad18: 7

(more compounds)
Sequence of screens – sgs1 mgt1	yeast bub3	cln2 rad14	rad50	yeast mec2-1	yeast mlh1 rad18
> CCCCCCCCC(=O)c1c(OC)oc(/C=N/O)cc1=O
    -1	5	9	-21	4	3
> COc1cc(OC)cc(C(NC(C)=O)NC(C)=O)c1
    8	2	-31	5	3	17
> COc1cc2c(oc(=O)c3cc4cc([Si](C)(C)C)oc4c(OC)c32)c2cccc(O)c12
    -27	7	-23	0	-27	-8
> CC1(c2ccc3ccccc3c2)OCC(c2ccccc2)O1 (stereo not given)
    -3	45	-20	-6	-2	5
> Cc1cccc(C)c1NC(=O)C1=NC(=S)NC(c2ccccc2)C1c1nc2ccccc2s1 (stereo not given)
    -15	-1	10	-6	-19	-1
> CC(=O)NC1C(OCc2ccccc2)OC(COC(=O)CCCCCCCCCCNc2ccc([N+](=O)[O-])c3[nH]c4ccccc4c(=O)c23)C(O)C1OC(C)C(=O)NC(C)C(=O)NC(CCC(N)=O)C(=O)OCc1ccccc1 (stereo not given)
    -3	6	14	31	10	13
> C#CC(C)(C)OC(=O)Nc1ccccc1
    84*!	59&-8	3&-53	89*!	44&9	87*!
> COc1ccc(CC2=CC(=O)C(=O)C=C2C)cc1
    47	38	11	47	11	36
> Nc1ccc(OCC(O)N2C(=O)c3ccccc3C2=O)cc1 (stereo not given)
    -33	30	14	-46	-40	-18
> Oc1c(Br)cc(Br)cc1C=Nc1ccc(Br)cc1
    90*	89*	89*	81*	91*	87*
> Cc1cccc2nnc(CCCc3nnc4cccc(C)n34)n12
    -22	-9	-34	-1	2	-6
> CS(=O)(=O)c1nc2[nH]cnc(=S)c2[nH]1
    -4	21	11	8	-8	-7
> CN(C)CCCOC(=O)C(c1ccccc1)C1(O)CCSCC1 (stereo not given)
    11	8	8	19	8	29
> CC(C)c1ccc(S(=O)(=O)c2ccc([N+](=O)[O-])cc2[N+](=O)[O-])cc1
    97*	96*	95*	94*	97*	96*
> Nc1cccc(SC2CC(=O)N(c3ccc4c(c3)OCO4)C2=O)c1 (stereo not given)
    92*	92*	79*	90*	93*	85*
> N#CC(C#N)=CNc1ccccc1C(=O)NCCCn1ccnc1
    -14	-15	-11	-32	-32	-33
> CCCCCCOC(=O)C(CC)CCCC (stereo not given)
    13	0	7	25	16	24
> Cc1ccc(S(=O)(=O)OCC2OCOC3C(COS(=O)(=O)c4ccc(C)cc4)OCOC23)cc1 (stereo not given)
    1	-2	23	10	3	4
> C=CCn1c(=O)c2ccccc2[n+]2c(-c3cccc([N+](=O)[O-])c3)csc12
    18	-4	-39	-20	-3	-41
> Nc1ccc(S(=O)(=O)OCCOc2ccccc2)cc1
    3	19	-4	-3	8	-7

Further compounds
Sequence of screens – sgs1 mgt1	yeast bub3	cln2 rad14	rad50	yeast mec2-1	yeast mlh1 rad18
> N#C/C(=C\c1cccs1)c1ccc([N+](=O)[O-])cc1
    21	14	17	8	9	-6
> C=CCNC(=O)c1cncc(C(=O)O)c1
    16	26	7	23	-6	24
> O=CNCCN(C=O)CCO
    -32	-12	2	-29	-30	-10
> CC1(C)NC(=S)N(O)C1(C)C
    -20	11	-12	0	-6	-5
> CCNCCCCNCC
    -19	-4	8	4	-15	2
> CC(=O)N1c2ccccc2C(O)C1OC(=O)c1cccc(Cl)c1 (stereo not given)
    15	7	8	22	8	23
> O=C(Nc1ccccc1Cl)Nc1cc(Cl)ccc1Cl
    14	25	13	11	13	6
> O=C(O/N=C(\c1ccccc1)C(Br)c1ccccc1)c1ccccc1 (stereo not given)
    3	8	-2	-3	10	-3
> O=Cc1c2cnc(c1O)CSCc1ccc(cc1)CSC2
    9	-3	-12	10	8	24
> COC(=O)c1[nH]nc(-c2ccccc2)c1N
    -13	17	-52	11	3	2
> CCCCC(C(=O)C(=O)Nc1ccc(C)cc1C)C(=O)C(C)C (stereo not given)
    9	-12	-1	-48	-26	-27
> CC#CC#C/C=C1/C=CC2(CCCCO2)O1 (stereo not given)
    16	9	7	16	-32	-40
> CNC(=O)N(C)/N=C/c1ccc([N+](=O)[O-])o1
    94*	46	55	84*	50	92*
> NC1CCC(NC2CCC(N)CC2)CC1 (stereo not given)
    2	6	-44	2	-15	-9
> O=C1NC(=O)C(Cc2ccccc2)(c2cccnc2)N1 (stereo not given)
    -6	-1	-36	-29	-18	-22
> CCC(C(O)C(C)C)[N+](=O)[O-] (stereo not given)
    6	0	-6	14	1	3
> COc1ccc(/C=C/C(=O)N(C)C)cc1
    0	-2	12	3	6	-3
